Assay outcomes from PubChem BioAssay.
EPAC2 ag = agonists of human EPAC2 (RAPGEF4) | Q8WZA2 | EPAC2 activation, biochemical qHTS; response scale: 100% = 6.5 mM cAMP response | Potency, µM (top dose mostly 154 µM), inactives show at the top dose activation, most hits filed as activators | 0.079% of 360,000 active | AID 720711; note: nearly all actives have a fitted effect of over 50% in size
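qHTS, titration series. 100 nM EPAC2 / 250 nM Rap1B-BODIPY-GDP / 50 uM GDP; RT; ex 480/em 540 nm, 5-min reads to 30 min. Norm. to 6.5 mM cAMP = activation.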
aSyn rescue = inhibitors of alpha-synuclein toxicity in yeast | 0.14% of 370,000 active | AID 652106 | Yeast expressing alpha-synuclein, growth rescue, BacTiter-Glo, 24 h | Potency, µM (titrated, usually from 46.1 µM), for inactives: at the top dose growth rescue (activation), hits mostly activators; note: % of control where 0% means no effect; nearly all actives have a fitted effect of over 65% in size
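Galactose-induced alpha-syn yeast (OD600=0.02, raffinose-pregrown) + pinned cpd, 24 hr, 30 deg C; growth by BacTiter-Glo luminescence. Growth restoration scores as activation.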
EPAC1 antagonist = blocks human EPAC1 exchange factor; EPAC1 GEF assay, Rap1b-BODIPY-GDP exchange fluorescence; 0.14% of 360,000 active; O95398; Potency, µM (titrated, usually from 115 µM), for the others: at the top dose activity change, negative = inhibition, most hits filed as inhibitors;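 note: plate controls were vehicle for no effect and positive control for full effect; nearly all actives have a fitted effect of over 50% in size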
EPAC2 antag = blocks human EPAC2 exchange factor | Q8WZA2 | EPAC2 GEF exchange of Rap1B-BODIPY-GDP, fluorescence | Potency, µM (top dose mostly 114 µM), inactives show at the highest dose activity, negative = inhibition, usual class: inhibitors | 0.18% of 360,000 active; note: % is set by controls: 0 for no effect and ±100 for the full control effect; nearly all actives have a fitted effect of over 45% in size; many of its hits are not listed in these tables
TDP-43 yeast inh = TDP-43 toxicity inhibition in yeast | TDP-43 expressing yeast growth rescue, BacTiter-Glo, 24 h | Potency, µM (titrated, usually from 46.1 µM), for inactives: at the highest dose growth rescue (activation), usual class: activators | 1.8% of 410,000 active; note: % of control where 0% means no effect; nearly all actives have a fitted effect of over 50% in size
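In this qHTS, compounds that restore growth of yeast expressing TDP-43 appear as activators. Cells (OD600=0.02, galactose medium, raffinose-pregrown) are incubated with compound 24 hr at 30 deg C and growth is quantified by BacTiter-Glo.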
EPAC1 agonist = activates human EPAC1 exchange factor. AID 720707. O95398. EPAC1 agonist qHTS, biochemical assay; response scale: 100% = response to 6.5 mM cAMP. Potency, µM (titrated, usually from 154 µM), for inactives: at the top dose activation, usual class: activators. 0.073% of 360,000 active; note: nearly all actives have a fitted effect of over 60% in size
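Read-out is the fluorescence drop as BODIPY-GDP leaves Rap1B (480 nm excitation, 540 nm emission), recorded every 5 minutes over 30 minutes. Reactions held 100 nM EPAC1, 250 nM Rap1B–BODIPY-GDP and 50 uM GDP, with 6.5 mM cAMP setting full activation.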
PTHR1 ag = activates the human parathyroid hormone receptor PTHR1. Q03431. HEK293 GP2 PTHR1 cells, GloSensor cAMP luminescence, 1 h. Potency, µM (series often up to 115 µM), for the others: top-dose activation, most hits filed as activators. 0.075% of 410,000 active; note: nearly all actives have a fitted effect of over 55% in size; some results filed as inactive show a strong effect at the top dose; inactives centre near -15; many of its hits are not listed in these tables
Target sequence (Q03431 whole entry, looked up): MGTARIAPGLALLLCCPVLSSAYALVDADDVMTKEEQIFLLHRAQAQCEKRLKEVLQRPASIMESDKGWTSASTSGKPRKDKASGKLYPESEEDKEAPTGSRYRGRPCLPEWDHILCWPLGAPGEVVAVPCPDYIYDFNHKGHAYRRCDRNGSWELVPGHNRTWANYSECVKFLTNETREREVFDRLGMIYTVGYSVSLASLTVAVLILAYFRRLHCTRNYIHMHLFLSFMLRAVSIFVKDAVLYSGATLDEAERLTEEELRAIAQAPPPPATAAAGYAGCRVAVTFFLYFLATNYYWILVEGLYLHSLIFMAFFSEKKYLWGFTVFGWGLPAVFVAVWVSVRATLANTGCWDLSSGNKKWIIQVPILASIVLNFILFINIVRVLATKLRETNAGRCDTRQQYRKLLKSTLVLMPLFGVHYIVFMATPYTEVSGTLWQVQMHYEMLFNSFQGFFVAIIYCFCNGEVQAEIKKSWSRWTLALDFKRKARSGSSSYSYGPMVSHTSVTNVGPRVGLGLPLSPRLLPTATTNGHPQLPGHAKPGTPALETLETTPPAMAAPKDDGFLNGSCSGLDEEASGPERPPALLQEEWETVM
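HEK-293-derived GP2 cells expressing PTHR1 and a GloSensor cAMP reporter, 3,000/well, plated overnight, given luciferin plus IBMX (each 0.5 mM as added) for 1 h at 37 °C, then compound for 1 h at 37 °C. Luminescence was read after 15 min at room temperature.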
FUS yeast rescue = FUS proteinopathy suppression in yeast. Potency, µM (series often up to 76.6 µM), for the others: at the highest dose growth rescue (activation), usual class: activators. S. cerevisiae FUS-expressing, growth rescue, OD600, 24 h. 0.24% of 390,000 active. AID 1347120;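 note: plate controls were DMSO vehicle for no effect and reference control for full effect; nearly all actives have a fitted effect of over 55% in size; some results filed as inactive show a strong effect at the top dose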
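Absorbance at 600 nm, taken 24hr after compound addition, measured rescue of FUS-yeast growth at 30C. Induction used 2% galactose with seeding at OD 0.005. Controls: CP55940 from 92uM final, DMSO only.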
Starred values were filed as active, the others as inactive; i = inactive; ? = inconclusive; . = not tested or not shown; & = joins results of further samples; [ ] = dose if it differs, or a comment. Calls come from the whole dose curve; as a rule, active = well fitted curve in the direction sought with a large enough effect; inconclusive = small, poorly fitted or top-dose-only effect, or another doubt; inactive = no such curve, though single readings can be large; an effect the other way counts as inactive or inconclusive. Potency is the fitted concentration of half-maximal effect. Some of the compounds tested; count on the stated rates, not on these rows.

SMILES	EPAC2 ag	aSyn rescue	EPAC1 antagonist	EPAC2 antag	TDP-43 yeast inh	EPAC1 agonist	PTHR1 ag	FUS yeast rescue
CC1(c2ccccc2)NC(=O)N(CC(=O)N2CCN(S(=O)(=O)c3cccc([N+](=O)[O-])c3)CC2)C1=O (centres undefined)	-5%	6%	9%	6%	18%	-6%	-11%	20%
CCNC(=S)N1CCN(c2nc(CC)nc3sc4c(c23)CCCC4)CC1	11%	-31%[inhibitor]	-21%	-2%	29%	-6%	-26%	27%
Cc1cccc(NC(=O)c2ccc3c(c2)OCCO3)n1	2%	-11%	-9%	6%	-11%	-7%	-66%[inhibitor]	16%
CC(NCc1cccc(OCc2ccccc2)c1)C(O)c1ccccc1 (centres undefined)	9%	1%	-4%	4%	12%	12%	-22%	11%
CCCCC(=O)Nc1nnc(S(=O)(=O)N2CCCc3ccccc32)s1	5%	0%	0%	9%	10%	-12%	-1%	1%
O=C(O)CCCC(=O)Nc1ccccc1C(=O)N1CCOCC1	7%	-4%	8%	11%	-2%	7%	-28%	12%
CC(=O)NC1CC2CCCC(C1)N2C(=O)Nc1c(C)cccc1C (centres undefined)	1%	0%	6%	3%	29%	16%	i	-29%
COc1ccc(CC(=O)NNC(=O)COc2ccc3ccccc3c2)cc1	2%	-6%	0%	-6%	22%	-2%	i	-8%
Cn1c(=O)c2c(O)c(Cc3ccccc3)c(=O)n(C)c2n(C)c1=O	15%	0%	-7%	12%	-11%	-1%	i	-6%
CSc1ccc(Cl)c(C(=O)N2CCN(c3ncccn3)CC2)c1	7%	0%[1.84 µM]	-2%	4%	?	2%	i	-1%
CC(C)Nc1nc(Cl)nc(Nc2ccccc2)n1	4%	2%	-15%	-9%	?	7%	-4%	-8%
Cc1cc(/C=N/n2c(COc3ccccc3)nc3ccccc3c2=O)c(O)c([N+](=O)[O-])c1	15%	?	-28%	-17%	-13%	16%	-66%[inhibitor]	?
Cc1ccccc1NC(=O)CSC1=NCCN1	4%	0%	-17%	7%	16%	-5%	i	-24%
Cc1ccc(C(=O)N2CCN(c3ncccn3)CC2)o1	1%[15.6 µM]	-17%	-3%	7%	-12%	-14%	i	-22%
O=C(c1ccco1)N1CC2(CC(c3ccc(Cl)cc3)=NO2)CN1Cc1ccc(Br)cc1 (centres undefined)	2%	12%	-2%	-14%	32µM*	2%	-32%[inhibitor]	6%
O=C(CS(=O)(=O)c1ccc(Br)cc1)N1CCOCC1	16%	-5%	30%[activator]	2%	11%	12%	i	-6%
O=C(/C=C/c1ccco1)N1CCN(c2ncccn2)CC1	6%	-2%	-2%	0%	10%	-1%	i	-12%
CCOC(=O)CC1(NC(=O)c2cc(COc3cncc(Cl)c3)on2)CCCCC1	-2%	1%	-18%	-10%	17%	-2%	-28%	19%
CC(C(=O)NC(C)(C)C)n1c(-c2ccc3c(c2)OCO3)nc2ccccc21 (centres undefined)	-3%	6%	15%	-9%	22%	-5%	-11%	-6%
Cc1ccccc1N(C)S(=O)(=O)c1nnc(NC(=O)c2ccco2)s1	4%	7%	-7%	-13%	8%&18%	-4%	-7%	9%&18%
CCCCOC(=O)/C=C/c1c(C)[nH]c(=O)[nH]c1=O	-5%	6%	-14%	0%	16%	8%	i	-13%
CCc1noc(C)c1C(=O)Nc1cc(S(=O)(=O)N2CCOCC2)ccc1OCC(F)(F)F	-4%	0%	0%	3%	-6%	-8%	12%	14%
O=C(c1cccs1)N1CCCC(N2CCN(c3ccc(F)cc3)CC2)C1 (centres undefined)	3%	-1%	-12%	0%	-5%	0%	i	6%
S=c1[nH]nc(COc2ccccc2)n1/N=C/c1ccncc1	4%	-10%	-6%	3%	4%	-3%	13%	-23%
Cc1cccc2cc(CN(Cc3ccccc3)C(=S)NCCCN(C)C)c(=O)[nH]c12	-2%	-5%	1%	-4%	1%	12%	i	-4%
SMILES	EPAC2 ag	aSyn rescue	EPAC1 antagonist	EPAC2 antag	TDP-43 yeast inh	EPAC1 agonist	PTHR1 ag	FUS yeast rescue
Cc1ccc(NC(=O)c2oc3ccc(S(=O)(=O)N4CCOCC4)cc3c2C)cc1C	-1%	7%	13%	-4%	-18%	6%	-3%	21%
CC(C)c1onc(C(=O)NCc2ccccc2)c1[N+](=O)[O-]	12%	-1%	-2%	1%	22%	10%	i	.
O=C(Nc1ccc2c(c1)OCO2)c1ccc2nc([C@@H]3O[C@H](CO)[C@H](O)[C@H](O)[C@H]3O)[nH]c2c1	3%	-1%	23%	9%	19%	-1%	-14%	-11%
O=C(Nc1cccc(Cl)c1)Nc1ccccc1C(=O)NCc1ccco1	20%	-11%	-7%	2%	?	27%	-82%[inhibitor]	-18%
Nc1nc(N)c(C=Nc2ccc(Br)cc2)c(Nc2ccc(Br)cc2)n1	0%	0%	-20%	-15%	-7%	4%	i	-22%
CCOC(=O)N1CCC(Nc2ccc(N3C(=O)C4CCCCC4C3=O)cc2[N+](=O)[O-])CC1 (centres undefined)	8%	7%	-24%	?	14%	-3%	-32%[inhibitor]	26%
CCOC(=O)c1ccc(-n2c(-c3ccc(C)cc3)c(C)n3c4c(=O)n(C)c(=O)n(C)c4nc23)cc1	.	3%	.	.	10%	.	i	-1%
O=C(c1cc2ccccn2n1)N1CCN(c2cccc(C(F)(F)F)c2)CC1	-5%	-1%	13%	6%	-15%	11%	i	6%
O=C(COC(=O)c1ccccc1-c1nc2ccccc2s1)Nc1ccccc1C(F)(F)F	5%	0%	-5%	-7%	-8%	9%	-17%	-13%
COc1ccc(CCNS(=O)(=O)c2ccc(-c3ccc(=O)[nH]n3)o2)cc1OC	5%	8%	15%	-4%	-2%	-4%	i	0%
COCCNC(=O)CN1CCOc2ccccc21	5%	0%	-7%	-5%	1%	4%	-6%	8%
COc1ccc(C2N(C(=O)C(F)(F)F)C(C)CN2S(=O)(=O)c2ccc(C)cc2)cc1 (centres undefined)	-5%	-10%	-10%	-15%	29%	-11%	-32%	-12%
COc1ccc(-c2cc(C(=O)OC3CCOC3=O)c3ccccc3n2)cc1OC (centres undefined)	6%	8%	-18%	-7%	?	5%	-21%[57.5 µM]	35%
O=C(Nc1ccccc1Cl)N1CCN(c2ccc3nncn3n2)CC1	-1%	3%	3%	4%	?	6%	-8%	-2%
CCc1ccc(S(=O)(=O)/N=C2\C=C(Nc3ccc(O)cc3)C(=O)c3ccccc32)cc1	11%	-14%	?	-24%	-18%	-3%	-24%	34%
Cc1cc(C)n2ncc(C(=O)NC3CCCCC3)c2n1	-10%	11%	-11%	9%	-10%[0.397 µM]	-7%	i	0%
COCCN(C(=O)CCC(=O)Nc1nccs1)C(C(=O)NCCC(C)C)c1ccc(F)cc1 (centres undefined)	7%	-1%	-2%	-8%	0%	-4%	i	28%
COC(CN(C)S(=O)(=O)c1cc2c3c(c1)CCN3C(=O)CC2)OC	-4%	-4%	13%	-2%	-25%	-10%	17%	-1%
O=C(CCCC(=O)N(CC(=O)NC1CCCC1)Cc1ccccc1Cl)Nc1ccccn1	-7%	0%	8%	-8%[57.1 µM]	-1%	-1%	i	-8%
COC(=O)CSC1=NS(=O)(=O)c2ccccc21	4%	?	-25%	-5%	?	2%	-36%[inhibitor]	.
COc1ccccc1N(C)S(=O)(=O)c1ccc(C(=O)OCC(=O)NCc2ccco2)cc1	11%	8%	-15%	2%	-3%	19%	-18%[57.5 µM]	21%
COc1ccc(NC(=S)N(Cc2ccc(Cl)cc2)Cc2ccc(C(=O)O)cc2)cc1Cl	-2%	-14%	-6%	-19%	?	5%	-27%	37%
CCC1CCc2sc(C(=O)NC3CCN(Cc4ccccc4)CC3)cc2C1 (centres undefined)	5%	10%	1%	12%	4%	8%	-14%	18%
O=C(O)c1n[nH]nc1-c1ccccc1	14%	-4%	8%	2%	-10%	9%	-23%	-9%
O=C(Cc1ccc(NC(=O)C2CCN(C(=O)c3ccccc3)CC2)cc1)Nc1cccc(C(=O)N2CCCCC2)c1	11%	0%	-9%	0%	31%	7%	-24%	18%

Limited to aSyn rescue, for three of the compounds above:
compound,aSyn rescue
COc1ccc(NC(=S)N(Cc2ccc(Cl)cc2)Cc2ccc(C(=O)O)cc2)cc1Cl,-14%
O=C(Nc1cccc(Cl)c1)Nc1ccccc1C(=O)NCc1ccco1,-11%
COc1ccccc1N(C)S(=O)(=O)c1ccc(C(=O)OCC(=O)NCc2ccco2)cc1,8%

Additional structures
SMILES	EPAC2 ag	aSyn rescue	EPAC1 antagonist	EPAC2 antag	TDP-43 yeast inh	EPAC1 agonist	PTHR1 ag	FUS yeast rescue
COc1cccc(NC(=O)Nc2cccs2)c1	-1%	-7%	14%	-1%	8%	-1%	-22%[57.5 µM]	24%
Cc1ccc(C(=O)OC(C)CN2CCOCC2)cc1 (centres undefined)	4%	-4%	?	3%	9%[9.22 µM]	-7%	i	6%
O=C(NCCc1ccccc1)c1ccccc1NC(=O)C1CC=CCC1C(=O)O (centres undefined)	1%	-5%	-20%	-1%	0%	-5%	i	-6%
CCOC(=O)C1=C(Nc2ccccc2)CC(C)(O)C(C(=O)OCC)C1c1ccc(Br)cc1 (centres undefined)	-13%	6%	3%	16%	-29%	-9%	-48%[inhibitor]	.
O=C(Cc1ccccc1)NN1C(=O)/C(=C/c2ccccc2C(=O)O)SC1=S	6%	0%	7%	4%	20%	15%	-42%[inhibitor]	-8%
CC1(C)Oc2ccc3ccc(=O)oc3c2/C(=C/NNC(N)=S)C1=O	2%	-5%	-21%	1%	1%	1%	i	31%
Cc1cc(C)n2nc(SC3CCCCN(C(=O)c4ccc(F)cc4)C3=O)nc2n1 (centres undefined)	1%	9%	6%	8%	-16%	-1%	i	?
Cc1ccc(Nc2c(-c3ccccc3O)nc3cnccn23)cc1	13%	?	-7%	?	-9%	17%	-27%	22%
CC1=CC(C)(C)N(C(=O)CCl)c2cc(C)ccc21	6%	7%	-9%	50µM*	-10%[0.397 µM]	-5%	-26%	19%
COc1ccc(S(=O)(=O)NC2CC(=O)N(c3ccc(C)c(C)c3)C2)cc1 (centres undefined)	3%	6%	-15%	2%	-15%	-5%	i	5%
Fc1cc(Cl)ccc1NC1=NCCCCC1	-1%	15%	9%	7%	-6%	1%	-5%	-2%
O=C(Nc1ccc2c(c1)OCO2)c1cnc2n(c1=O)CCS2	2%	1%	16%	12%	-22%	1%	i	16%
